Compound activity as filed in PubChem BioAssay.
CASP6 VEID inh: human caspase-6 inhibitors, primary screen, biochemical, VEID-R110 fluorescence, single point, set 2. purified caspase-6, Z-VEID-R110 cleavage fluorescence. inhibition, % at 12.5 µM. hit rate 0.53% among 350,000;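 active = mean inhibition across replicates at least about 35%, with every replicate also reaching that limit, limit read from the data; inconclusive = only one of the two criteria met; inactive = neither criterion met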;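 also: 0% = median of neutral control wells and 100% = no fluorescence left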
Target sequence (P55212 24-179 limits assumed): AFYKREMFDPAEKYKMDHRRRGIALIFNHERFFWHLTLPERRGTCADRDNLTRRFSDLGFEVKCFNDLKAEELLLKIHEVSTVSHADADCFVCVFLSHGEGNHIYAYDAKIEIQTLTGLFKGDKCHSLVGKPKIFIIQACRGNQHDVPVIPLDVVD
Target sequence (P55212 194-293 limits assumed): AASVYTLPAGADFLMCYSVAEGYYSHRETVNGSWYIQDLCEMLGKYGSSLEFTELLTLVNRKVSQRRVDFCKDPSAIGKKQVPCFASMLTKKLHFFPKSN
INS-1E GSIS act: GLuc luminescence reporter in INS-1E cells, primary screen for activators of glucose-dependent secretion of insulin. activation, % at 16.6 µM. INS-1E GLuc reporter insulin secretion, 2-3 h. hit rate 0.61% among 370,000;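 active = lowest replicate activation of at least 40%, so every replicate reaches that level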;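 also: 0% = median of neutral control wells and 100% = median of IBMX positive control wells; some compounds called inactive have numbers as strong as hits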
DENV2 CPE: inhibitors of DENV2 cytopathic effect, primary screen, cell-based, plate reader, single concentration; CPE inhibition, % at 9.99 µM; hit rate 1.7% among 350,000; AID 651640, 2012; DENV2-infected cells, cytopathic effect rescue; in the data active = CPE inhibition above about 20%, passing the limit was not always enough; inconclusive = no clear call, values can overlap the other calls; tested in BHK-21 cells;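 also: 0% = median of neutral control wells and 100% = median of positive control wells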
RAD52 inh: RAD52 DNA annealing inhibitors, primary screen, biochemical, FRET, single point, set 2. recombinant RAD52 DNA annealing, FRET fluorescence. DNA repair protein RAD52 homolog (Homo sapiens), P43351. inhibition, % at 18.7 µM. hit rate 0.46% among 360,000;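 active = every replicate showing at least 50% inhibition; inconclusive = mean inhibition at least 50% but not in every replicate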
RAD54 inh: inhibitors of human RAD54 branch migration, primary screen, biochemical, fluorescence, single point. hit rate 0.14% among 360,000. inhibition, % at 10.4 µM. RAD54 Holliday junction branch migration, FAM/BHQ fluorescence. AID 602329, 2012. DNA repair and recombination protein RAD54-like (Homo sapiens), Q92698;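 active = mean normalized replicate activity at least 40 and at least half of replicates scoring 40 or more; inconclusive = only one of the two criteria met; inactive = mean below 40 and under half of replicates reaching 40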;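 also: 0% = median of neutral control wells and 100% = median of positive control wells; inhibitors cause a drop in the FAM fluorescence signal; in these data hits start at about 50%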
CFTR F508del cor: F508del CFTR correction, initial screen, CFBE line, single point | CFBE cells, YFP halide quenching; stimulated with forskolin plus potentiator P3; % fluorescence drop versus neutral controls | activity (quench increase), % at 7.58 µM | hit rate 0.36% among 350,000;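 active = mean added fluorescence quench of at least 8% versus neutral control, with both replicates also reaching 8%; inconclusive = only one of the mean or replicate conditions met; inactive = mean below 8% and not both replicates reaching 8%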;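 also: cells transiently co-express mutant CFTR-F508del with the halide-sensitive YFP; corrector assay measuring rescue of mutant channel to the surface after 24 h compound exposure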
E-selectin induc: E-selectin induction in HUVECs, primary screen, imaging, HUVEC, immunofluorescence imaging, single point | normalized: neutral wells 0, TNF-alpha wells 100 | activation, % at 7.58 µM | hit rate 0.37% among 260,000 | AID 686992, 2013;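 active = mean E-selectin-positive cell signal at least 10% of the positive control, reached in at least 60% of replicates, without over 20% cell loss; inconclusive = no rule given, readout overlaps actives, possibly toxicity-flagged; inactive = the rest, including those meeting only one limit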;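 also: in these data hits start at about 27%; measured in HUVEC primary endothelial cells; signal is the percent of cells scored E-selectin positive by PE staining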
Target sequence (P16581 whole entry, looked up): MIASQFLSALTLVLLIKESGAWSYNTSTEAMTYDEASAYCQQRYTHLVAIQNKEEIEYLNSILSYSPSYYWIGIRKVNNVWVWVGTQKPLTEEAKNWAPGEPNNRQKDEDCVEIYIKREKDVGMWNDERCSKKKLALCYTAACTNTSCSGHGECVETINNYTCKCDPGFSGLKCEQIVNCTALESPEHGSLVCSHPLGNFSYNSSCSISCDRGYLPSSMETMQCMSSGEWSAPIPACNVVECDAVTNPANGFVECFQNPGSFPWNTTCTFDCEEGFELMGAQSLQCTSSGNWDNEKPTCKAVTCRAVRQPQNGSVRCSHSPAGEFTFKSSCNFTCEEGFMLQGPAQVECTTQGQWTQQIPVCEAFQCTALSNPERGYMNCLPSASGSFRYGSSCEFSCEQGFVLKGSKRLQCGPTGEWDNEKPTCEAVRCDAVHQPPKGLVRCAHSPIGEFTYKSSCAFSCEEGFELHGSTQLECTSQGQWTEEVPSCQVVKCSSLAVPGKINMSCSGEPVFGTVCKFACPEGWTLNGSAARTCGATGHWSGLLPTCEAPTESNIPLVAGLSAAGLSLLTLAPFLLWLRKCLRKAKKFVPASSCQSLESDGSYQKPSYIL
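Test system: HUVEC | Signal: Immunofluorescence imaging | Read-out: Percent E-selectin-positive cells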
XiGFP reactiv: activators of inactive X chromosome reactivation, primary screen, imaging, XiGFP fibroblasts, GFP high-content imaging, set 2 | XiGFP mouse fibroblasts, % GFP-positive cells imaging, 3 d; cells co-treated with 5-aza-dC sensitizer; scaled so ellipticine positive control = 100% | activation, % at 7.58 µM | hit rate 0.055% among 360,000 | AID 743238, 2013;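 active = mean normalized replicate activation at least 10% and every replicate at or above 10%; inconclusive = only one of the two criteria met; inactive = mean below 10% and not all replicates reach 10%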;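 also: 0% = median of on-plate neutral control wells and 100% = ellipticine 6 µM median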
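Assay system: SV40-immortalized XiGFP fibroblast cells, line 68-5-11; buffer or medium: DMEM plus 5-aza-dC sensitizer; compound: one concentration, pinned; timing: compounds 3 days, fix/stain 15 min at room temperature; benchmarks: positive control ellipticine, 6 µM final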
An asterisk follows results filed as active; ? = inconclusive; / = not tested or not shown.

The line under a structure holds: DENV2 CPE	E-selectin induc	INS-1E GSIS act	RAD54 inh	CASP6 VEID inh	CFTR F508del cor	RAD52 inh	XiGFP reactiv
#1 O=C(C[C@@H]1CC[C@H]2[C@@H](COC[C@H](O)CN2S(=O)(=O)c2ccc(Cl)cc2)O1)NCc1ccc(Cl)c(Cl)c1
    -10	0.1	-11	-3	-1	0.0	-47	0.5
#2 O=C(C[C@@H]1CC[C@@H]2[C@H](COC[C@H](O)CN2C(=O)Nc2cc(Cl)cc(Cl)c2)O1)N1CCCCC1
    -7	0.0	-11	-4	-1	1.5	4	0.0
#3 C[C@@H]1CN([C@H](C)CO)C(=O)c2cc(NC(=O)NC3CCCCC3)ccc2O[C@@H]1CN(C)Cc1ccccc1
    -6	0.4	-7	0	4	-3.8	8	0.2
#4 S=c1[nH]nc(-c2ccncc2)n1/N=C/C(Cl)=C\c1ccccc1
    /	-0.3	8	/	-1	-3.3	1	0.0
#5 Cc1ccc(NC(=O)CN2CCc3cc4c(cc3C2)OCCCO4)cc1
    0	/	-12	-6	-1	-0.4	-16	0.1
#6 COc1ccc(OC)c2[nH]c(=O)c(CCNC(=O)c3cc4ccccc4o3)cc12
    -1	-0.2	-10	-1	-3	3.2	-1	0.4
#7 CCOc1ccc(-n2c(Cc3cc(=O)[nH]c(=O)[nH]3)nnc2SCc2cccnc2)cc1
    -1	/	14	-1	2	-0.5	-39	-0.2
#8 O=C(NCC[C@H]1CC[C@H](NC(=O)C2CC2)[C@@H](CO)O1)Nc1ccc(Cl)cc1
    -5	-0.3	-16	1	0	-0.2	20	0.3
#9 CCOC(=O)C1CCN(C(=O)c2c(C)oc3c2C(=O)c2ccccc2C3=O)CC1
    8	-0.3	-14	2	33	1.2	-325	0.1
#10 CC1CCN(CCC(=O)NN)CC1
    5	0.0	-2	/	-48	0.5	-14	0.0
#11 N#CCC(=O)Nc1ccc(C(=O)N2CCN(S(=O)(=O)c3ccc4ccccc4c3)CC2)cc1
    -3	-0.1	7	-3	3	0.6	-60	0.2
#12 COc1ccc(CCCNC(=O)C2CCC(=O)N(CCc3cccc(F)c3)C2)cc1 (configuration not stated)
    8	-1.7	-13	-17	1	-0.9	-10	0.2
#13 COc1cccc(-c2nc(N3CCCCC3)c3ccccc3n2)c1O
    5	-0.6	2	2	3	2.9	2	0.0
#14 CCOC(=O)C1CCCN(S(=O)(=O)c2cccs2)C1 (configuration not stated)
    4	/	8	/	2	0.5	-21	/
#15 Cc1ccc(NC(=O)CN2C(=O)S/C(=C/c3ccc(O)c([N+](=O)[O-])c3)C2=O)cc1C
    0	/	-13	/	1	1.6	-17	0.0
#16 CNC(=O)N(O)C1N(NC(=O)Nc2ccccc2)C(=S)SC1(C)C (configuration not stated)
    10	-1.3	-12	0	-2	-1.4	-5	0.0
#17 CC(=O)Nc1cc(-c2ccc(C(=O)N3CCOCC3)cc2)cn2c(-c3cccc(C(F)(F)F)c3)cnc12
    8	-0.1	-13	4	0	-1.4	-23	0.0
#18 O=C(NCCC(=O)N1CCN(c2ccccn2)CC1)c1ccc(Cl)cc1
    6	/	6	-3	-1	-1.1	-2	0.0
#19 C[C@@H]1CN([C@@H](C)CO)C(=O)c2cccc(NC(=O)c3ccc(-c4nccs4)cc3)c2O[C@H]1CN(C)S(=O)(=O)c1cccs1
    -1	0.2	-13	-1	0	0.7	-17	0.0
#20 CCOC(=O)CSc1ncccn1
    -3	0.0	3	/	0	3.3	-13	0.2

Later entries
The line under a structure holds: DENV2 CPE	E-selectin induc	INS-1E GSIS act	RAD54 inh	CASP6 VEID inh	CFTR F508del cor	RAD52 inh	XiGFP reactiv
#21 COc1cccc(NC(=O)C/C(C)=N/NC(=O)c2ccccc2Cl)c1
    2	/	-13	-1	-2	0.9	-19	0.1
#22 COC(=O)[C@]1(CC(C)C)N[C@H](c2ccc(SC3CCCCC3)c(OC)c2)[C@@H]2C(=O)N(C)C(=O)[C@@H]21
    5	/	0	-6	-2	1.7	-23	0.0
#23 CC(=O)N1CCC(N(CCN2CCOCC2)C(=S)Nc2ccc(C)cc2C)CC1
    7	-0.1	-8	-1	3	0.8	0	-0.1
#24 COCCCNC(=S)NC(=O)c1ccccc1
    /	-0.2	23	2	/	/	/	4.0
#25 COc1ccc(CCNc2c([N+](=O)[O-])ncn2C)cc1OC
    -1	/	/	2	1	1.9	-20	0.1
#26 CCOC(=O)C1CCCN(C(=O)c2ccc(F)c(C)c2)CC1 (configuration not stated)
    2	-0.1	15	-7	-1	2.0	-5	-0.1
#27 c1ccc(-n2nnc3ccccc32)cc1
    -3	-2.0	17	3	-3	-3.0	-1	0.1
#28 O=C(C[C@@H]1C[C@H]2c3cc(NS(=O)(=O)c4ccccc4)ccc3O[C@H]2[C@@H](CO)O1)NC1CCCC1
    2	0.9	1	-15	2	0.8	-3	0.4
#29 C=CCn1c(=O)c2ccccc2n2c(SCC(=O)NCC)nnc12
    -6	0.1	13	-2	/	1.6	-11	0.3
#30 O=C(CN1CCN(C(=O)C2CCCO2)CC1)Nc1cc(Cl)ccc1Cl (configuration not stated)
    -2	-0.1	15	-1	3	-0.5	-7	-0.1
#31 CN1CCN(C(=O)c2ccc3c(c2)N(Cc2cccc(Cl)c2)C(=O)c2ccccc2S3(=O)=O)CC1
    2	/	-6	3	0	1.6	1	0.0
#32 COCCNC(=O)CN(Cc1ccccc1)C(=O)CCC(=O)Nc1nccs1
    -1	/	10	-10	1	-2.1	-2	/
#33 C[C@H]1CN([C@@H](C)CO)C(=O)Cc2cc(NC(=O)Nc3ccc(F)cc3)ccc2O[C@H]1CN(C)Cc1ccc(Oc2ccccc2)cc1
    12	0.4	13	7	-2	-0.7	9	-0.1
#34 C[C@H](CO)N1C[C@H](C)[C@H](CN(C)Cc2ccc3c(c2)OCO3)OCCCC[C@H](C)Oc2ccc(NC(=O)Cc3ccccc3)cc2C1=O
    3	-0.2	-9	-8	/	-1.7	/	0.3
#35 Cc1ccc(S(=O)(=O)Nc2nc(C)c(C(=O)NNS(=O)(=O)c3ccccc3)s2)cc1
    5	4.5	33	2	-1	-2.1	-15	-0.1
#36 O=C(CCCc1ccccc1)NC1CCSC1=O (configuration not stated)
    -1	/	-3	1	0	-0.1	12	/
#37 O=C(Nc1ccccc1)Nc1cccc(-c2nnco2)c1
    -5	0.0	23	4	1	-3.4	12	0.2
#38 C[C@@H]1COc2cc(N3CCN(Cc4ccccc4F)CC3)ccc2S(=O)(=O)N1
    1	?	-6	/	-4	-0.9	-13	0.0
#39 COc1ccc(NC(=O)CN(C)CC(=O)NCC(=O)Nc2ccc(F)cc2)cc1
    2	-0.1	3	/	1	1.5	-3	0.0
#40 C[C@@H]1CN([C@H](C)CO)C(=O)c2cc(C#CCN(C)C)cnc2O[C@H]1CN(C)Cc1ccc(F)cc1
    -9	-0.5	22	-2	2	0.0	3	-0.6

Next part.
The line under a structure holds: DENV2 CPE	E-selectin induc	INS-1E GSIS act	RAD54 inh	CASP6 VEID inh	CFTR F508del cor	RAD52 inh	XiGFP reactiv
#41 CC(C)NC(=S)N1CCN(S(C)(=O)=O)CC1
    7	-0.6	28	/	-2	/	9	0.1
#42 C[C@H](CO)N1C[C@H](C)[C@H](CN(C)C(=O)NC2CCCCC2)Oc2ccc(NC(=O)Nc3ccc(F)cc3)cc2C1=O
    -5	-0.2	-7	-3	1	1.0	-3	-0.2
#43 COc1ccccc1C#Cc1cnc2c(c1)C(=O)N([C@H](C)CO)C[C@H](C)[C@H](CN(C)C(C)=O)O2
    -12	0.5	14	-4	1	1.1	7	-1.8
#44 CCc1cccc(CC)c1NC(=O)CSc1nnc(C2CC2)n1C
    1	/	45*	-3	-2	-0.6	-5	0.0
#45 C[C@H](CO)N1C[C@H](C)[C@H](CN(C)S(=O)(=O)c2ccccc2)OCCCC[C@H](C)Oc2ccc(NS(=O)(=O)c3ccc(Cl)cc3)cc2C1=O
    ?	-0.1	-22	-8	3	2.0	0	0.2
#46 NS(=O)(=O)c1ccc(NC(=O)COC(=O)Cc2ccc(Cl)cc2)cc1
    2	2.1	21	-18	8	1.4	-23	0.0
#47 COc1ccc(S(=O)(=O)Nc2ccc3c(c2)C(=O)N([C@@H](C)CO)C[C@@H](C)[C@H](CN(C)S(=O)(=O)c2cccs2)OCCCC[C@@H](C)O3)cc1
    15	/	-3	-8	-1	0.2	1	0.1
#48 C[C@@H]1CCCCO[C@H](CN(C)C)[C@H](C)CN([C@@H](C)CO)C(=O)c2cc(NC(=O)c3ccccc3)ccc2O1
    2	-0.1	11	2	-2	-2.4	-1	-0.6
#49 C=CCN(C(=O)c1cccc(C(F)(F)F)c1)C1(C(=O)Nc2ccccc2)CCN(C(C)C)CC1
    0	4.1	-15	-4	-2	-2.2	-21	0.0
#50 COc1ccc(CN(C(=O)CN2C(=O)NC3(CCC(C)CC3)C2=O)C(C)Cc2cccs2)cc1 (configuration not stated)
    -2	-0.2	-32	8	3	0.2	-23	0.6
#51 COC(=O)c1sc(-c2ccc(C(C)(C)C)cc2)cc1NC(=O)c1ccccc1C(=O)O
    1	0.0	-4	/	12	0.2	-19	?
#52 CCOC(=O)c1ccccc1NC(=O)Cc1ccc(S(=O)(=O)N2CCCC2)s1
    -4	0.0	11	-18	1	1.3	-102	0.0
#53 Cc1cccc(NC(=O)CSc2nc3nc(C)cc(C)n3n2)c1
    0	0.0	-4	-9	3	3.3	-9	0.0
#54 COc1ccccc1NS(=O)(=O)c1cccc(NC(=O)Nc2ccc(Cl)cc2)c1
    -2	/	-32	/	6	/	-56	0.1
#55 COc1ccc(CN(C)C[C@@H]2Oc3c(NS(=O)(=O)c4ccc(F)cc4)cccc3C(=O)N([C@@H](C)CO)C[C@H]2C)cc1
    2	-0.1	8	-4	1	-1.2	-7	0.1
#56 COCC(C)N1CCC(n2nccc2NC(=O)c2ccccc2Cl)CC1 (configuration not stated)
    -1	-0.3	14	-1	-3	2.0	-27	-0.1
#57 CC(C)(C)C(C(=O)O)N1CCS(=O)(=O)CC1 (configuration not stated)
    18	/	-1	/	-1	0.6	0	0.0
#58 CCN1CCN(C(=S)Nc2ccsc2C(=O)OC)CC1
    -2	/	0	/	4	-0.8	-17	0.2
#59 Nc1ccccc1C(=O)N1CCC(O)(c2ccc(Cl)cc2)CC1
    2	-0.2	5	0	-3	2.0	-34	0.0
#60 O=C(NC(=S)NNS(=O)(=O)c1ccc(Cl)cc1)c1cccnc1
    10	/	-9	/	0	-2.1	-8	0.0
#61 O=C(Oc1c(-c2ccccc2)c(=O)n2c3c(cccc13)CC2)c1ccc(Cl)cc1
    ?	/	18	/	0	-0.3	-21	0.0
#62 C[C@@H]1CN([C@H](C)CO)C(=O)Cc2cc(NC(=O)Cc3ccccc3)ccc2O[C@@H]1CN(C)C(=O)Nc1ccccc1
    -2	-0.1	-1	6	-3	-0.3	18	0.1
#63 C[C@@H]1CN([C@@H](C)CO)C(=O)c2cccc(NS(=O)(=O)c3cn(C)cn3)c2O[C@H]1CN(C)Cc1ccccc1
    5	0.1	9	1	-2	-1.5	-19	0.1
